Screening data: PubChem, several laboratories
Exocytosis inh – blocks lytic granule exocytosis. TALL-104 LAMP-1 surface exposure, flow cytometry; cells stimulated with thapsigargin and PMA. inhibition, % at 10 µM. 360,000 compounds, 0.66% hits;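 active = inhibition above about 55%, limit read from the data; inconclusive = no clear call, values can overlap the other calls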
iPSC survival up – enhancers of human iPSC single-cell survival. hiPSC single-cell survival, ATPlite luminescence; 100% = ROCK inhibitor wells, 0% = DMSO. survival enhancement, % at 20 µM. 360,000 compounds, 0.044% hits; in the data active = survival enhancement above about 18%;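 also: cells exposed to compounds for 16 hours before the ATP read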
Glyco luc inh – blocks N-linked glycosylation in D54 reporter cells | reporter increase, % at 12.5 µM | AID 588692 | 360,000 compounds, 0.23% hits | D54 ERlucT glycosylation luciferase reporter, 24 h; percent of 100 nM tunicamycin response;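 active = mean luciferase reporter signal, scaled so untreated is 0 and the glycosylation-blocking control 100, at or above a set limit in every replicate; inconclusive = mean reaches the limit but not every replicate does; inactive = mean below the limit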;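 also: luciferase carries N-glycosylation sites so blocking glycosylation raises the light; 0% = median of neutral control wells and 100% = median of 100 nM tunicamycin wells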
Vif imaging – HIV Vif inhibition; inhibition, % at 7.49 µM; AID 602346; HEK293T cells, Vif self-association by quenched fluorescence, imaging, 24 h; 340,000 compounds, 0.35% hits; in the data active = inhibition above about 50%, passing the limit was not always enough; inconclusive = no clear call, values can overlap the other calls; inactive = below about 31%; also: some results filed as inactive read as strong as hits
H9c2 protect – myocardial damage modulation in H9c2 cells. H9c2 cardiomyocytes, H2O2 injury protection, ATPLite, 2 h. protection from H2O2 cell death, % at 20 µM. 360,000 compounds, 0.63% hits. AID 588492;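 active = compounds giving at least 50% protection of heart cells from peroxide-induced death in the single-dose screen, raw or plate-pattern-corrected value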;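 also: 0% = DMSO wells with peroxide and 100% = DMSO wells without peroxide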
CaV13 FRET inh – Primary screen for inhibitors of IQ motif and Ca2+-dependent inactivation inhibitor domain binding in CACNA1D, Förster resonance energy transfer in living cells, …. inhibition, % at 12.3 µM. 340,000 compounds, 0.098% hits. HEK cells, CFP/YFP FRET ICDI-IQ, plate reader, 10 min; percent FRET-ratio fall versus neutral wells. AID 743397;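 active = mean replicate inhibition of at least 30% and at least 1% of replicates passing that level; inconclusive = only one of the two criteria is met; inactive = neither criterion is met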;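 also: 0% = median of the neutral control wells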
ABCB6 inh 2 – inhibitors of human ABC transporter ABCB6; 360,000 compounds, 0.19% hits; fluorescence ratio to DMSO, % at 10 µM; Q9NP58; K562-ABCB6 porphyrin accumulation, flow cytometry, 1 h; hits give low values; AID 602162;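 active = fluorescence ratio to DMSO below 75%, the collection mean minus 3 SD; inconclusive = too few cells collected in the well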;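 also: signal is porphyrin accumulated inside mitochondria; 100% equals median channel fluorescence of DMSO control wells; lower ratio means ABCB6 inhibition with less porphyrin fluorescence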
m5-HT2A agonist – activates the mouse 5-HT2A serotonin receptor. 360,000 compounds, 0.66% hits. activation, % at 7.6 µM. CHO-K1 mHTR2A beta-arrestin complementation, luminescence; percent of 30 µM serotonin response. P35363;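 active = activation above a run cutoff, the mean activation of all tested compounds plus 3 SD, cut at about 14% in these data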;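 also: 0% = plate median of compound wells and 100% = 30 µM serotonin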
PDI inh – inhibitors of human protein disulfide isomerase; PDI insulin aggregation turbidity, A650, 90 min; inhibition, % at 10 µM; 350,000 compounds, 0.052% hits; AID 588391;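 active = mean inhibition across replicates of 30% or more, whatever share of single replicates reach that level; inconclusive = mean inhibition below 30% while every single replicate reaches 30%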;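 also: absorbance from insulin aggregation driven by PDI reduction with DTT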
Target sequence (P07237 whole entry, looked up): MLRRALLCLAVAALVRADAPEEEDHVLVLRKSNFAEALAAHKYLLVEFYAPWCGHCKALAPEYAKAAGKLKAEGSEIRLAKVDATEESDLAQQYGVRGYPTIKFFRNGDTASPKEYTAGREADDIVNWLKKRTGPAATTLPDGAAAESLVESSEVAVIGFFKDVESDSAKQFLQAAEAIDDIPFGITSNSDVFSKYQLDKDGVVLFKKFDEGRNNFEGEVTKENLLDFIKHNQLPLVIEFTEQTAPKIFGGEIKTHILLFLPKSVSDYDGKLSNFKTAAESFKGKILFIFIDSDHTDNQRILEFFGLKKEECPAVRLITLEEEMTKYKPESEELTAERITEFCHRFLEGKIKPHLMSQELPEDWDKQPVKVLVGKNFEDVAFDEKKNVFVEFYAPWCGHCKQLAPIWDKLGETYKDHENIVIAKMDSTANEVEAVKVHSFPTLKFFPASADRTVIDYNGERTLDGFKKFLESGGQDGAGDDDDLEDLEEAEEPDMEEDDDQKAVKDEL
aDG glyco act – alpha-DG glycosylation activation. Pro5-aDG cells, alpha-DG glycosylation AlphaScreen (IIH6); 0% Pro5, 100% B10-LARGE cell signal. 360,000 compounds, 0.22% hits. activation, % at 10 µM;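 active = activation of at least 8% versus controls, or a plate z-score of at least 8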;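 also: Pro5 are CHO cells carrying HIG-tagged alpha-DG that lacks glycosylation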
Active calls of the source: *; ? = inconclusive; . = not tested or not shown. Not a hit list; 3.1% or so of the library scored in one or more.

compound,Exocytosis inh,iPSC survival up,Glyco luc inh,Vif imaging,H9c2 protect,CaV13 FRET inh,ABCB6 inh 2,m5-HT2A agonist,PDI inh,aDG glyco act
N#C/C(=C\c1cccnc1)C(=O)Nc1cccc(Cl)c1,-5,0.4,7,0,9,-3,101,-1,-2,0.3
CC[C@]12c3[nH]c4cc(-c5ccco5)ccc4c3CCN1C(=O)[C@@H](CC(=O)NCCCn1ccnc1)C[C@@H]2C(=O)N1CCN(C(=O)c2ccco2)CC1,-1,4.0,2,-5,5,-5,95,0,21,0.5
CC(=O)OCC1=C(C(=O)O)N2C(=O)C(NC(=O)c3ccc(COc4cccc(Cl)c4Cl)o3)C2SC1 (stereo not given),0,0.7,3,1,5,0,99,-6,18,0.1
Cc1cc2cc(CN(Cc3ccc4c(c3)OCO4)Cc3nnnn3C3CCCC3)c(=O)[nH]c2cc1C,-8,2.4,-1,6,23,-6,101,-3,16,-0.3
COc1ccc(C(CCN2CCCC(C)C2)c2c(OC)cc(OC)c3c(-c4ccccc4)cc(=O)oc23)cc1 (stereo not given),9,-3.6,-9,-7,-18,-3,101,-1,-2,-0.6
CCOc1ccc(CNc2ccc(N3CCN(Cc4ccccc4)CC3)cc2)cc1,1,2.9,-2,-7,-4,-4,101,-8,6,-0.3
COc1ccc2cc(CN(CC3CCCO3)S(=O)(=O)c3ccccc3Cl)c(=O)[nH]c2c1 (stereo not given),-3,0.7,-3,-2,32,.,97,-5,4,0.1
CCOC(=O)N1CCN(C(=O)CNS(=O)(=O)c2c(C)cc(C)cc2C)CC1,-2,0.2,3,2,0,-4,96,1,8,-0.1
Cc1cc(C)n(-c2nc3ccccc3c(=O)n2OCc2ccc(F)cc2)n1,0,-1.6,-2,-17,5,-1,96,-1,-1,0.0
Cc1cccc(NC(=O)CCc2nnc3ccc(N4CCC(C)CC4)nn23)n1,-1,0.5,3,-3,-3,.,97,1,2,0.2
CCN(CC(N)=O)S(=O)(=O)c1ccc(F)cc1,-3,-0.2,1,0,-5,-7,102,-2,0,-0.1
CC(C)(C)OC(=O)NC1CNNC1=O (stereo not given),-4,0.8,1,20,16,-10,94,-1,-1,-0.1
O=C(O)/C=C/C(=O)N(Cc1ccc2c(c1)OCO2)C1CC(=O)N(CCc2ccccc2)C1=O (stereo not given),0,-0.6,2,30,2,-5,96,0,9,0.1
Cc1ccccc1-n1c(SCc2csc(Nc3ccccc3)n2)nnc1-c1cccnc1,-7,0.0,-6,-15,-4,-2,92,-1,-8,-0.2
CC(=O)OCCc1[nH]c2ccccc2c1C,22,4.5,3,-2,1,-9,104,11,-2,-0.1
COCc1c(C(=O)N/N=C(\C)c2ccncc2)nnn1-c1nonc1N,4,-0.1,0,-15,6,-19,98,4,-2,0.0
Cc1noc(C)c1CSCC(=O)N(C)CC(=O)Nc1cccc(F)c1,25,-0.2,-1,3,6,-6,93,-7,-118,-0.2
Cc1ccccc1-c1nc(C(=O)NCC2CCCO2)cc2c1[nH]c1ccccc12 (stereo not given),21,0.5,0,-5,1,.,91,-3,.,0.0
Cc1c(O)c2ccccc2n(-c2ccccc2)c1=O,4,0.1,1,-3,-3,-3,101,6,1,-0.1
CCCCn1c(SCC(=O)OCC)nc2c(sc(=S)n2-c2ccccc2OC)c1=O,30,-0.7,1,-6,-3,-7,96,-8,-6,0.0
O=S1(=O)CC(N2CCN(Cc3ccccc3F)CC2)CN1Cc1cn(Cc2ccc(Cl)cc2)nn1 (stereo not given),-8,-1.3,.,.,.,-5,98,8,.,0.1
CC1(C)NC(=O)N(c2ccccc2Cl)C1(C)NO (stereo not given),0,0.7,2,1,-1,-4,98,9,3,0.0
CCOc1ccc(CCNC(=O)COC(=O)Cn2nc(C)c([N+](=O)[O-])c2C)cc1OCC,17,-0.1,0,4,-5,-2,93,-4,3,-0.2
Cc1ccc2nc(NC(=O)C3=NN(c4ccccc4)C(=O)CC3)sc2c1,4,-2.0,1,3,4,-6,109,-3,-9,-0.2
COc1ccccc1Nc1nc(NCC2CCCO2)c2ccccc2n1 (stereo not given),0,-1.0,-3,-11,-10,-4,89,-6,-19,0.6
CC(C)c1ccc(/C=C/C(=O)NC(=S)Nc2ccc(CN3CCOCC3)cc2)cc1,16,2.4,-2,9,-2,7,92,12,-3,0.8
COc1ccccc1OCCCCN1CCC(C)CC1,-4,-0.2,-1,-1,-3,-6,96,-7,-3,0.0
O=S1(=O)CC(N2CCN(Cc3ccccc3F)CC2)CN1Cc1cn(Cc2ccccc2)nn1 (stereo not given),-9,-0.4,.,.,.,-4,98,1,.,0.0
CC(=O)c1ccc(NC(=O)c2ccc(S(=O)(=O)N3CCCC3)cc2)cc1,0,0.9,0,0,6,.,92,2,-3,-0.1
CC(=NNC(=S)N1CCC1)c1ccccn1,0,-1.9,-7,-19,43,-11,103,6,3,-0.3
CN=c1scc(-c2ccc(Cl)cc2)n1C,2,0.6,0,9,6,-14,104,-2,2,-0.1
CC1CCN(C(=O)Cn2cc(C#N)c3ccccc32)CC1,-2,1.3,1,2,1,-6,104,-3,2,0.1
CC(=O)Nc1ccc(CC(=O)Nc2ccc3c(c2)OC2(CCCC2)O3)cc1,8,0.7,0,-8,-4,-10,94,-8,6,-0.4
CCOc1ccc(C(=O)Nc2ccccc2OC(F)F)cc1,0,-0.4,0,-4,1,-16,100,-7,6,-0.1
COc1cccc(C2CC(c3ccc(Cl)cc3)Nc3nc(N)nn32)c1 (stereo not given),-2,1.3,0,15,-8,-2,100,2,.,-0.1
CCC(C)(C)NC(=O)Cc1ccccc1OC,-6,0.1,1,0,3,-4,96,2,-3,-0.2
CCC1=Nc2cc(C(=O)NCCN3CCCC3)ccc2Sc2ccc(C)cc21,2,0.2,-2,23,9,-7,103,-3,-3,0.3
Cn1c(CNS(=O)(=O)c2ccc(Br)cc2)n[nH]c1=S,1,5.6,1,-1,2,-5,95,1,4,-0.1
Cc1ccc(S(=O)(=O)N2CCC[C@H]2C(=O)Oc2ccccc2)cc1,2,-0.1,1,?,22,-5,96,-4,14,0.3
Cn1c(=O)cc(-c2ccccc2)c2ccccc21,1,2.0,1,-3,-4,-4,94,3,-10,0.3
CC(/C=C/C(=O)c1ccc(C)cc1)=C\c1ccccc1,2,-0.8,6,-9,-26,-2,95,1,-1,0.1
O=C(Nc1nc(N2C(=O)c3ccccc3C2=O)n(-c2ccccc2)n1)c1ccc(Cl)cc1,3,0.4,0,.,3,-3,99,-1,3,0.4
Cc1nn(S(=O)(=O)c2ccc(Cl)cc2)c(C)c1S(=O)(=O)N1CCOCC1,6,-0.3,1,-7,-2,-3,95,0,-3,-0.1
CCCCOC(=O)N1CCOCCOCCOCCOCC1,-4,1.0,2,-1,6,-4,93,-3,0,0.0
CC1CCN(C(=O)CSc2nc(C(C)C)nc3c2c(=O)n(C)c(=O)n3C)CC1,3,-0.3,-5,-8,4,-2,108,0,0,-0.1
N#C/C(C(=S)Nc1ccccc1)=C1/NN=C(N2CCOCC2)N1c1ccccc1,-4,-0.3,1,11,1,-1,95,-2,6,-0.2
CC(C)C(=O)N1CCc2cc(-c3csc(N)n3)ccc21,-4,1.1,-1,0,3,-9,117,0,5,0.2
Cc1onc(-c2c(F)cccc2Cl)c1C(=O)OCC(=O)NC1CC1,-4,-0.9,2,0,-5,6,103,-2,6,0.0
O=C(/C=C/c1cn(CC(O)CN2CCCCC2)c2ccccc12)c1cccs1 (stereo not given),20,-4.4,4,-4,-7,-18,117,-1,13,-0.7
CCC(C)c1ccc(OCC(=O)Nc2ccc(Cl)cn2)cc1 (stereo not given),2,-2.0,0,-1,-7,-6,97,2,0,0.2
Cc1ccc(NC(=O)NCC(c2cccnc2)N2CCOCC2)cc1 (stereo not given),-2,2.0,2,5,5,-5,99,-3,6,-0.2
Cc1cc(=O)c(C(=O)O)nn1-c1cccc(C(F)(F)F)c1,7,-0.1,2,5,0,-4,98,-1,-2,-0.1
Cc1ccc(C2(C)CC(C)(C)N(C(=O)CSc3nnc(C)s3)c3ccccc32)cc1 (stereo not given),-1,-0.8,-11,-13,-9,-4,97,0,1,0.0
O=C(NCCS(=O)(=O)c1ccc(Br)cc1)c1ccc(Cl)cc1,3,-0.4,1,9,-4,-6,98,-5,-1,-0.3
Cc1ccc(Nc2n[nH]c(=S)s2)cc1,2,2.1,1,.,-2,-3,101,-4,2,0.1
CCOC(=O)c1ccccc1NC(=O)C1CCCO1 (stereo not given),3,0.2,-1,-6,3,-2,101,4,0,-0.1
Cc1ccc(NC(=O)COc2ccc(/C(N)=N/O)cc2)cc1C,0,0.3,0,-15,5,-4,98,-3,17,-0.1
CC(=O)c1sc2nsc(SCCN3CCOCC3)c2c1N,1,0.3,0,-2,5,-7,97,-1,-1,0.0
